# Assay outcomes: PubChem, The Scripps Research Institute Molecular Screening Center
# FBW7 activator: human FBW7 E3 ligase activation, primary screen; actives 0.13% (n = 650,000); Q969H0; AlphaScreen FBW7–phospho-cyclin E peptide binding, activator screen; normalized activity (activation), % at 26.1 µM; in the data active = normalized activity above about 1.9%;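 also: purified mutant Fbw7 with reduced substrate affinity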
# Target sequence (Q969H0 whole entry, looked up): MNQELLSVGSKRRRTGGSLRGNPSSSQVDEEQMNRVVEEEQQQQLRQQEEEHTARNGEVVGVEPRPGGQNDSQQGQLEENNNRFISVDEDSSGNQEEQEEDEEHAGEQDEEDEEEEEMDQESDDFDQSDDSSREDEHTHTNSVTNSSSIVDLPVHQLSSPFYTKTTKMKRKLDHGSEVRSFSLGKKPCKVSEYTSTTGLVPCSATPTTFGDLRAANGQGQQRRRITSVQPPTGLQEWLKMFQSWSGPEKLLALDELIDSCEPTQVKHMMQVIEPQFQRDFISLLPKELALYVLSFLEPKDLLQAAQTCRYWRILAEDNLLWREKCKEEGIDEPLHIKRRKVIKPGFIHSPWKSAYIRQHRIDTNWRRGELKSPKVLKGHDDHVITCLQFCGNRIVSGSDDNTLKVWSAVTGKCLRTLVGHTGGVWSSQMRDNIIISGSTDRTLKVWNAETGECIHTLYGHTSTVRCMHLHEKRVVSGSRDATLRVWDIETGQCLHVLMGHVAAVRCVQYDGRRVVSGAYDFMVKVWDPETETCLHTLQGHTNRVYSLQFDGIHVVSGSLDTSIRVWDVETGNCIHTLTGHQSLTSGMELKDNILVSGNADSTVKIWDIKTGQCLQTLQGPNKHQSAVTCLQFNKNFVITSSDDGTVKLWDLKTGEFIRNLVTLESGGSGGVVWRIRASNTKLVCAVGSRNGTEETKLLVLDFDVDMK
# TEAD-YAP inh: TEAD-YAP interaction inhibition. HEK-TIYL cells, TEAD-Gal4/YAP UAS-luciferase luminescence. inhibition, % at 9.12 µM. actives 1.4% (n = 640,000). AID 1259422; in the data active = inhibition above about 32%;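 also: 0% = median of test compound wells and 100% = reference inhibitor wells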
# MITF primary: blocks human microphthalmia-associated transcription factor; O75030; AlphaScreen MITF homodimerization, bead proximity signal; inhibition, % at 2.6 µM; actives 0.91% (n = 650,000); AID 1259374; in the data active = inhibition above about 50%;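 also: 0% = vehicle wells with protein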
# GPR151 ag: activators of human GPR151. actives 1% (n = 650,000). Q8TDV0. activation, % at 11.2 µM. PathHunter beta-arrestin GPR151 cells, luminescence; in the data active = activation above about 4.9%;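 also: 0% = median of compound wells and 100% = cells with positive control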
# Target sequence (Q8TDV0 whole entry, looked up): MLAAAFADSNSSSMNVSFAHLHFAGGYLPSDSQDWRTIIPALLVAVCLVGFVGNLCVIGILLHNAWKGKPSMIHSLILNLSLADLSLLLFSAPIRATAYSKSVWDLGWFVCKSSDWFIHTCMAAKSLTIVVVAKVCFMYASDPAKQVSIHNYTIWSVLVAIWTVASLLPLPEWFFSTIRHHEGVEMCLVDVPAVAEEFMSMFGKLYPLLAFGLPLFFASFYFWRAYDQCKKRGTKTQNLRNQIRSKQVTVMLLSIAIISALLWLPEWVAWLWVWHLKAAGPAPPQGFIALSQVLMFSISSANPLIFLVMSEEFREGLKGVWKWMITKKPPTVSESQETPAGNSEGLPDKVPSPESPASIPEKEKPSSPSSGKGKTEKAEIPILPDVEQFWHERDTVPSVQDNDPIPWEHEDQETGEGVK
# Starred values were filed as active, the others as inactive; / = no result given.
structure | FBW7 activator | TEAD-YAP inh | MITF primary | GPR151 ag
Cc1nc(C)c(CC(=O)N2CCOc3ccc(CN4CCOCC4)cc3C2)s1 | 0.1 | 7.1 | 14.0 | -1.0
COc1cccc([C@@H]2Oc3ccc(OC)cc3C(=O)C2OC(=O)NC2CCCC2)c1 (stereo not given in full) | -0.1 | / | -2.8 | 0.8
CCOc1ccccc1C(=O)Nc1ccc(S(=O)(=O)Nc2nccs2)cc1 | 0.0 | -8.4 | -11.4 | 0.2
COc1ccc([N+](=O)[O-])cc1NC(=O)C(C(C)C)N1C(=O)c2ccccc2C1=O (stereo not given) | 0.1 | 1.2 | 13.5 | 2.1
CC(CC(=O)NCc1ccccc1)CC1=NS(=O)(=O)c2ccccc2N1 (stereo not given) | 0.2 | -1.4 | -6.2 | -0.1
Cc1sc2ncnc(Sc3nnc4sc5ccccc5n34)c2c1C | -0.2 | 2.9 | -0.1 | 2.4
COc1ccc(OC)c(NC(=O)CC23CC4CC(CC(Br)(C4)C2)C3)c1 | -0.1 | 0.1 | 0.8 | 1.5
CCN1CCN(Cc2c(O)ccc3c4c(c(=O)oc23)CCC4)CC1 | -0.3 | 1.6 | 12.4 | -0.8
COCCN(CCOC)S(=O)(=O)c1ccc(C(=O)Nc2sccc2C#N)cc1 | 0.0 | -2.1 | 7.5 | 2.8
Cc1c(C(=O)NCc2ccc(S(N)(=O)=O)cc2)oc2ccc(F)cc12 | 0.1 | -7.8 | 4.2 | -1.0
COc1ccc2nc3sc(C(=O)NCCc4ccc(OC)c(OC)c4)c(N)c3cc2c1 | 0.1 | -23.6 | 7.7 | -0.9
CCN(CC)CCn1c(=S)[nH]c2cc(C(=O)NCCN(C)C)ccc2c1=O | 0.8 | 9.7 | 13.9 | -0.9
CCCC1=NN2C(=N)/C(=C/c3ccc(OC)c(OC)c3)C(=O)N=C2S1 | 0.1 | -1.1 | -5.4 | 0.9
CCN(CC)CCCNC(=O)C1c2ccccc2C(=O)N(C)C1c1cn(C)c2ccccc12 (stereo not given) | 0.7 | 0.3 | 7.2 | 0.8
CCCCCc1ccc(CC(=O)Nn2c(-c3cccc(Cl)c3)nc3ccccc3c2=O)cc1 | 0.1 | 2.3 | 3.4 | 0.1
COc1cc(COCC(O)CN2CCN(Cc3ccccc3)CC2)cc(OC)c1OC (stereo not given) | -0.1 | -1.8 | -4.6 | -0.2
COC(=O)C12CC3CC(CC(NC(=O)c4nc5ccccc5s4)(C3)C1)C2 | 0.6 | -4.1 | 12.1 | 2.0
COCCNC(=O)c1cn(C(C)c2ccc(C)cc2)nn1 (stereo not given) | 0.1 | 0.9 | 19.1 | -0.4
CCOc1ccc2cc(C3CC(c4ccc(C)cc4)=NN3S(C)(=O)=O)c(Cl)nc2c1 (stereo not given) | -0.1 | -1.4 | -3.7 | 0.5
Cc1ccccc1NC(=O)c1nnn(CC(=O)Nc2cccc(C)c2C)c1N | 0.3 | -1.9 | -7.9 | 0.2
C=CCOc1ccc(/C=C2\NC(=S)N(C)C2=O)cc1 | -0.1 | -18.4 | -4.9 | 1.1
c1ccc(-n2nnnc2CN2CCOCC2)cc1 | -0.2 | 1.2 | -3.1 | 0.0
O=C(O)C1SCCN1S(=O)(=O)c1ccc(N=NN2CCCCC2)cc1 (stereo not given) | 0.3 | 4.0 | 2.5 | 0.5
CC(=O)c1cc(C)ccc1OC(=O)c1ccc([N+](=O)[O-])cc1 | -0.1 | -0.6 | 7.7 | 6.4*
COC(=O)c1ccc(COc2ccc3c(=O)c(-c4ccc(C(=O)OC)o4)c(C)oc3c2)o1 | 0.5 | 7.1 | 14.7 | -1.4
CCn1c(C)c2cnc3nn(-c4ccccc4)c(=O)c-3cc2c1C | -0.1 | -47.1 | 13.3 | 1.0
COCCNC(=O)c1cccc(OC2CCN(C3CCOCC3)CC2)c1 | -0.3 | 1.6 | 0.9 | 0.2
O=C1CC(=O)NC(SCC(=O)Nc2nc(-c3ccccc3)cs2)=N1 | -0.1 | -0.2 | -6.4 | 0.4
COC(=O)c1ccccc1NC(=O)NCc1cc(C)n(C)n1 | -0.1 | 1.2 | -6.9 | -0.5
CCOC(=O)c1ccc(N2C(=O)c3ccccc3NC2c2ccc(Cl)cc2)cc1 (stereo not given) | 0.0 | -43.9 | -5.3 | 0.2
CC(C)C(C(=O)Nc1ccc([N+](=O)[O-])cc1)N1C(=O)c2ccccc2C1=O (stereo not given) | 0.0 | -10.2 | 7.4 | -0.5
CCN1C(=O)CC(N2CCN(Cc3ccc(Cl)cc3)CC2)C1=O (stereo not given) | -0.1 | -6.6 | -3.8 | -0.7
CC(=O)N(CN1C(=O)c2cc(Cl)c(Cl)cc2C1=O)c1cccc(C)c1 | 0.1 | 0.1 | 9.4 | 0.3
N#Cc1c(NC(=O)CSc2nnc(NC(=O)C3CCC3)s2)sc2c1CCCC2 | -0.1 | 0.1 | -4.7 | -0.4
COc1cc(C2C(C#N)=C(N)Oc3cc(C)n(CCN(C)C)c(=O)c32)cc(OC)c1OC (stereo not given) | -0.1 | -5.7 | -17.1 | 0.3
O=c1c2ccccc2nc(/C=C/c2ccc3c(c2)OCO3)n1CCCO | -0.1 | -16.4 | -0.9 | -0.8
O=C(COC(=O)c1cccc(S(=O)(=O)N2CCOCC2)c1)c1ccccc1 | 0.1 | 5.1 | 10.3 | 1.7
CCOc1ccc(S(=O)(=O)N(CC(=O)Nc2cc(Cl)ccc2C)c2ccccc2)cc1 | -0.2 | 0.9 | -5.9 | -0.4
CCCCOC(=O)c1cccc(NC(=O)C(C)C)c1 | 0.0 | -10.5 | 0.3 | 2.0
c1nc(NCCN2CCOCC2)c2[nH]c(-c3ccc(N4CCOCC4)nc3)nc2n1 | -0.1 | -14.7 | 1.9 | 1.3
COc1cccc(C2c3c(oc4cc(C)c(Cl)cc4c3=O)C(=O)N2c2cc(C)on2)c1 (stereo not given) | -0.1 | 3.0 | -6.1 | 0.0
Cc1cccnc1C(NC(=O)C1CCN(C(=O)N(C)c2ccccc2)CC1)c1cccs1 (stereo not given) | 0.3 | -6.7 | 14.7 | 0.6
CCN1C(=O)C2C(c3cccc(F)c3)NC(C)(C(=O)OC)C2C1=O (stereo not given) | -0.3 | -3.5 | -5.9 | -0.1
COc1ccc(/C=c2\sc3nc(-c4ccc(OC)c(OC)c4)nn3c2=O)cc1 | 0.0 | 0.6 | 5.6 | -0.4
O=C(Nc1cccc(NC(=O)c2ccccc2Br)c1)c1ccco1 | -0.1 | -1.0 | -5.7 | -0.8
O=C(Nc1ccc2c(c1)OCO2)c1cnsn1 | -0.1 | -54.6 | -2.8 | -5.5
COc1ccccc1NC(=S)N(CCCN1CCCCC1)Cc1cccs1 | 0.0 | 6.7 | -2.4 | -0.2
CCOC(=O)C1=C(C)N=c2s/c(=C\c3cc(Br)ccc3O)c(=O)n2C1c1ccccc1 (stereo not given) | 0.0 | -8.2 | -6.0 | -1.1
O=C1C2C3C=CC(C4CC34)C2C(=O)N1/N=C/c1ccc([N+](=O)[O-])o1 (stereo not given) | 0.0 | -0.3 | -11.1 | -0.3
CCOC(=O)/C(=N\O)C1=NC(C)(C)C(C)c2ccccc21 (stereo not given) | 0.3 | 0.4 | 12.7 | -0.9
Cc1cc(OCC(=O)Nc2ccc(C(=O)Nc3cccc4ccccc34)cc2)ccc1Cl | 0.0 | -3.2 | -0.7 | -1.2
c1ccc(Cc2nc(NCC3COc4ccccc4O3)c3c4c(sc3n2)CCCC4)cc1 (stereo not given) | -0.1 | -5.5 | 8.6 | 0.8
N=C1C(c2ccccc2)=C(O)CN1c1cccc(S(=O)(=O)N2CCCCC2)c1 | 0.1 | -9.3 | 2.3 | 0.7
C=C(C)CN(CC)C(=O)C1CCN(Cc2cccnc2)CC1 | -0.1 | 0.3 | 15.7 | 0.0
O=C(O)[C@H]1CN(C(=O)Cc2ccccc2O)C[C@@H]1c1ccc(F)cc1 | 0.0 | -3.2 | 2.7 | -0.7
Cc1ccc(S(=O)(=O)N(C)c2c(C)n(C)n(-c3ccccc3)c2=O)cc1 | 0.2 | 13.7 | 7.0 | -0.9
CCOC(=O)C1=C(C)N=c2s/c(=C\c3cc(Br)cc(I)c3O)c(=O)n2C1c1ccc2c(c1)OCO2 (stereo not given) | 0.1 | -6.3 | 1.4 | 0.2
Cn1c(/C=N/NC(=O)c2ccccc2Br)nc2ccccc21 | 0.8 | 3.2 | 9.4 | 2.9
O=C(COC(=O)Cc1ccc(Br)cc1)NCC1CCCCC1 | -0.1 | 3.9 | 2.1 | 0.8
O=C1OC(c2ccc(-c3ccccc3)cc2)=N/C1=C\c1ccc(Cl)cc1Cl | -0.3 | 5.2 | 1.8 | 1.1

# Part of the list above, with values under each structure.
# Values in the order: FBW7 activator	TEAD-YAP inh	MITF primary	GPR151 ag
N#Cc1c(NC(=O)CSc2nnc(NC(=O)C3CCC3)s2)sc2c1CCCC2
    -0.1	0.1	-4.7	-0.4
COc1cc(C2C(C#N)=C(N)Oc3cc(C)n(CCN(C)C)c(=O)c32)cc(OC)c1OC (stereo not given)
    -0.1	-5.7	-17.1	0.3

# Single values from the results shown.
# O=C(COC(=O)Cc1ccc(Br)cc1)NCC1CCCCC1 @ TEAD-YAP inh = 3.9
# COc1ccccc1NC(=S)N(CCCN1CCCCC1)Cc1cccs1 @ FBW7 activator = 0.0
# C=C(C)CN(CC)C(=O)C1CCN(Cc2cccnc2)CC1 @ GPR151 ag = 0.0
# COc1ccc(/C=c2\sc3nc(-c4ccc(OC)c(OC)c4)nn3c2=O)cc1 @ GPR151 ag = -0.4
# COc1cccc(C2c3c(oc4cc(C)c(Cl)cc4c3=O)C(=O)N2c2cc(C)on2)c1 (stereo not given) @ FBW7 activator = -0.1
# O=c1c2ccccc2nc(/C=C/c2ccc3c(c2)OCO3)n1CCCO @ GPR151 ag = -0.8

# More structures follow:
structure | FBW7 activator | TEAD-YAP inh | MITF primary | GPR151 ag
Cc1ccc(C)c(N/C=C/C(=O)C(C)(C)C)c1 | 0.8 | -3.3 | 9.3 | -0.4
CCN(CC)c1ccc2cc(C(N)=O)c(=Nc3cccc4ccccc34)oc2c1 | 0.2 | 1.6 | 4.9 | -0.7
CCCCCc1ccc(OC(=O)c2ccc(-c3ccc(CCC)cn3)cc2)cc1 | 0.0 | 5.5 | -5.7 | -0.7
O=C(O)CNS(=O)(=O)c1c(Cl)cccc1Cl | 0.1 | 0.8 | 2.7 | 0.2
COc1ccc(-c2nnc(SCC(=O)c3ccc4c(c3)OCCO4)o2)c(OC)c1 | -0.1 | 6.9 | -2.1 | 1.1
CC(=O)N1CCN=C1SCc1ccc(C)cc1 | 0.0 | 2.0 | 6.5 | 3.5
COc1ccc(NCc2ccc(O)c3ncccc23)c(OC)c1 | -0.6 | 7.6 | 75.0* | -0.8
Cc1ccc(-c2c(C)nn3c(NCCCN(C)C)c(C)c(C)nc23)cc1 | -0.1 | -2.6 | -17.9 | 0.1
CCOC(=O)C1CCN(CCC(=O)Nc2ccc(F)cc2)CC1 | 0.5 | 1.2 | 9.1 | -1.1
O=C1CCCN1CCn1cnc2c(NCCO)nc(-c3ccc(N4CCOCC4)nc3)nc21 | -0.1 | 2.5 | 5.4 | 1.8
COc1cc(/C=N/O)ccc1OCc1ccc(F)cc1 | -0.3 | -40.8 | -10.8 | -3.2
CC1CCCC(C)N1C(=O)COC(=O)CCC(=O)c1cccs1 (stereo not given) | -0.1 | 1.6 | 4.3 | -1.5
CC(=O)C1=C(O)C(=O)N(CO)C1c1cccc([N+](=O)[O-])c1 (stereo not given) | 0.2 | 9.5 | 8.6 | 3.2
Cc1cc(/C=C(\C#N)C(=O)OCC(=O)NC(C)(C)C)c(C)n1-c1cccc(Cl)c1 | 0.0 | -4.9 | 2.9 | 1.6
CN(C)/C=N/n1cnc2scc(-c3ccc(Cl)cc3)c2c1=O | 0.2 | -12.1 | 1.7 | 0.0
CC(C)OC(=O)CN1CCN(S(=O)(=O)c2cccc([N+](=O)[O-])c2)CC1 | 0.5 | -2.8 | -2.5 | 1.0
COC(=O)c1ccc(C(=O)Nc2ccc(C(=O)OC)cc2[N+](=O)[O-])cc1 | 0.1 | 6.5 | 6.5 | -0.4
COc1ccc(C2=NN(C(C)=O)C(c3nc4ccccc4[nH]3)C2)cc1 (stereo not given) | -0.1 | -53.5 | 5.9 | 0.2
Cn1c(=O)[nH]c(=O)c2c1nc(N1CCCCC1)n2CC(O)CN1CCCCC1 (stereo not given) | -0.1 | -4.6 | 2.4 | 0.3

# In the list so far, 9 have a thiophene ring, fused or not.
structure | FBW7 activator | TEAD-YAP inh | MITF primary | GPR151 ag
Cc1sc2ncnc(Sc3nnc4sc5ccccc5n34)c2c1C | -0.2 | 2.9 | -0.1 | 2.4
COCCN(CCOC)S(=O)(=O)c1ccc(C(=O)Nc2sccc2C#N)cc1 | 0.0 | -2.1 | 7.5 | 2.8
COc1ccc2nc3sc(C(=O)NCCc4ccc(OC)c(OC)c4)c(N)c3cc2c1 | 0.1 | -23.6 | 7.7 | -0.9
N#Cc1c(NC(=O)CSc2nnc(NC(=O)C3CCC3)s2)sc2c1CCCC2 | -0.1 | 0.1 | -4.7 | -0.4
Cc1cccnc1C(NC(=O)C1CCN(C(=O)N(C)c2ccccc2)CC1)c1cccs1 (stereo not given) | 0.3 | -6.7 | 14.7 | 0.6
COc1ccccc1NC(=S)N(CCCN1CCCCC1)Cc1cccs1 | 0.0 | 6.7 | -2.4 | -0.2
c1ccc(Cc2nc(NCC3COc4ccccc4O3)c3c4c(sc3n2)CCCC4)cc1 (stereo not given) | -0.1 | -5.5 | 8.6 | 0.8
CC1CCCC(C)N1C(=O)COC(=O)CCC(=O)c1cccs1 (stereo not given) | -0.1 | 1.6 | 4.3 | -1.5
CN(C)/C=N/n1cnc2scc(-c3ccc(Cl)cc3)c2c1=O | 0.2 | -12.1 | 1.7 | 0.0
